# CHRM1 agonist: human M1 muscarinic receptor agonism; CHO-K1 hM1, Fluo-8 calcium fluorescence, agonist mode; 0% DMSO, 100% acetylcholine EC100; hit rate 0.33% among 360,000; activation, % at 3 µM; P11229;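 active = activation above the run's mean compound activation plus 3 SD, cut at about 16% in these data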;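 note: peak over basal fluorescence ratio within a 140 s kinetic read after compound addition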
# M1 PAM: potentiates human M1 receptor response to acetylcholine; hit rate 0.088% among 360,000; activation, % at 3 µM; P11229; AID 588819; CHO-K1 hM1, Fluo-8 calcium fluorescence, ACh EC20; 0% = ACh EC20, 100% = maximal ACh; in the data active = activation above about 19%, passing the limit was not always enough
# CHO parental Ca: counter-screen for OX1R antagonists: effect in parental CHO cells | parental CHO-K1, ATP-induced calcium, Fluo-8 fluorescence | inhibition, % at 5.6 µM | hit rate 0.63% among 330,000;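 active = inhibition above that plate's mean sample inhibition plus 3 SD, cut at about 26% in these data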;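 note: 0% = ATP-challenged DMSO wells and 100% = DMSO wells without ATP; some compounds past the cut are filed as inactive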
#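 material = parental CHO cells | also added = ATP as calcium-mobilizing challenge | dosing = single point at 5.6 µM | detection = intracellular calcium via Fluo-8 no-wash fluorescent dye | read-out = % inhibition | benchmarks = low control ATP plus DMSO, high control DMSO only | repeats = one well per compound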
# TAAR1 antag: antagonists of human TAAR1 | Q96RJ0 | CHO RD-HGA16 TAAR1, Fluo-8 calcium fluorescence, antagonist | inhibition, % at 3 µM | hit rate 1.5% among 360,000 | AID 624466;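 active = inhibition above a per-plate cutoff, the mean inhibition of test compounds on that plate plus 3 SD, cut at about 49% in these data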;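 note: 0% = DMSO plus EC80 beta-PEA response and 100% = DMSO alone without agonist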
# Target sequence (Q96RJ0 whole entry, looked up): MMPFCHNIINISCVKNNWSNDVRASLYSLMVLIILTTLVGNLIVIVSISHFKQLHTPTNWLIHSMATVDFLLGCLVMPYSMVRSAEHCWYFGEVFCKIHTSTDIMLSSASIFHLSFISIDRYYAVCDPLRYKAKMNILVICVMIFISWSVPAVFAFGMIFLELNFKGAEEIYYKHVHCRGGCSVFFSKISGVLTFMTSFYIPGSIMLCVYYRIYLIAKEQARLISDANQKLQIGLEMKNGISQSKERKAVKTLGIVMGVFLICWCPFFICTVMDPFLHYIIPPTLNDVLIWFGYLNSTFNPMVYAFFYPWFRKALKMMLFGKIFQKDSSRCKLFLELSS
#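 Assay system: CHO-derived RD-HGA16 cells stably expressing human TAAR1 plus Gα16. Timing: 140 s kinetic read after compound, 140 s after agonist. Technique: kinetic Fluo-8 calcium fluorescence measurement. Measure: % inhibition of agonist calcium response.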
# OXTR potentiate: potentiators of human oxytocin receptor; P30559; CHO-OTR cells, Fluo-8 calcium fluorescence, potentiator mode; 0% = oxytocin EC15, 100% = EC100; activation, % at 3 µM; hit rate 0.061% among 320,000;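 active = activation above that plate's cutoff, the mean activation of tested compounds plus 3 SD, cut at about 6.6% in these data, passing the limit was not always enough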;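 note: 100% uses oxytocin at 75 nM as the full agonist control; some results filed as inactive read as strong as hits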
# Target sequence (P30559 whole entry, looked up): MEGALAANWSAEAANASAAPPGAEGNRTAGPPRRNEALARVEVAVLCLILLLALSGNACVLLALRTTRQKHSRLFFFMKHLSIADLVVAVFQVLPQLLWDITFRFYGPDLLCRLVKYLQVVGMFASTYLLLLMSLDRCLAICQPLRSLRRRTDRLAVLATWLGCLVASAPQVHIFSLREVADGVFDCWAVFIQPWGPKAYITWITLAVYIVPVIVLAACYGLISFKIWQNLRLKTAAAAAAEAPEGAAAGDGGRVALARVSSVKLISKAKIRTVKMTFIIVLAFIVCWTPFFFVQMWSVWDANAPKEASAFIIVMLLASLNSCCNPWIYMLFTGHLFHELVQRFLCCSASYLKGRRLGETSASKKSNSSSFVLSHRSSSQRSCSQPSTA
#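 Assay system: CHO cell line stably expressing human OTR | Also added: Oxytocin at about EC15, sub-maximal agonist stimulus | Times: Compound 6 min at room temperature before oxytocin, 100 s read | Measured by: Fluo-8 intracellular calcium fluorescence, ex 470-495, em 515-575 nm | Controls: EC15 oxytocin alone as 0%, 75 nM oxytocin as 100%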
# TAAR1 agonist: human TAAR1 agonism; Q96RJ0; CHO RD-HGA16 TAAR1, Fluo-8 calcium fluorescence; vehicle wells 0%, saturating PEA agonist 100%; activation, % at 3 µM; hit rate 0.99% among 360,000; AID 624467;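 active = activation above the mean activation of all test compounds in the run plus 3 SD, cut at about 38% in these data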
#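 Assay system – CHO-derived RD-HGA16 cells with stable Gα16 and human TAAR1 · Compound dosing – one-point dosing at 3 µM (nominal) · Incubation – 17-24 h seeding, 75 min 37 °C dye, 30 min RT · Measured by – kinetic Fluo-8 calcium fluorescence · Control set – DMSO vehicle as 0%, PEA at EC100 as 100% · Repeats – single well for each compound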
# OXTR agonist: activates the human oxytocin receptor. activation, % at 3 µM. hit rate 0.32% among 320,000. CHO-OTR cells, Fluo-8 calcium fluorescence; normalized: DMSO 0%, oxytocin 100%. AID 2435. P30559;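 active = activation above the mean of all tested compounds plus 3 SD, cutoff set per screening run, cut at about 20% in these data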;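 note: peak over basal fluorescence ratio from a 100 s FLIPR kinetic read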
# M1 antag: blocks human M1 muscarinic receptor. P11229. CHO-K1 hM1, Fluo-8 calcium fluorescence, ACh EC80 antagonist. inhibition, % at 3 µM. hit rate 1.3% among 360,000. AID 588852;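 active = percent inhibition above its own plate's cutoff, namely the mean of that plate's compound wells plus 3 SD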;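 note: peak over basal fluorescence ratio during 140 s after agonist addition; 0% = ACh EC80 plus DMSO and 100% = DMSO alone without agonist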
# V1R ag counter: counter-screen for oxytocin receptor agonists: human V1a receptor agonists. P37288. CHO-V1R cells, Fluo-8 calcium fluorescence, agonist mode; 0% DMSO, 100% 3 nM vasopressin. activation, % at 3 µM. hit rate 0.25% among 320,000;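 active = activation above the mean activation of all tested compounds plus 3 SD, per screening run, cut at about 20% in these data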;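 note: signal is peak over basal fluorescence ratio across a 100 second FLIPR read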
# An asterisk follows results filed as active; . = no result given.
Molecule	CHRM1 agonist	M1 PAM	CHO parental Ca	TAAR1 antag	OXTR potentiate	TAAR1 agonist	OXTR agonist	M1 antag	V1R ag counter
CCN(C(=O)CSc1cc(-c2ccccc2)c2ccc(OC)cc2n1)C1CCS(=O)(=O)C1 (stereo not drawn)	-5	6	-25	22	-10	4	2.3	-4	1.6
N#Cc1ccc(C(=O)Nc2cc(S(=O)(=O)N3CCOCC3)ccc2N2CCCC2)cc1	-4	16	-6	2	-5	3	-0.1	-8	-0.2
O=C(C1CCN(S(=O)(=O)c2ccc(Br)s2)CC1)N1CCc2ccccc21	12	13	2	.	-18	.	2.5	-32	2.1
O=C(C[C@@H]1C/C=C\CC[C@@H](Cc2ccc(F)cc2)C(=O)OC[C@@H]2CCCN2C1=O)NCCO	-4	9	-14	19	2	2	0.2	-16	-0.7
O=C(NCc1nc(-c2ccc(C(F)(F)F)cc2)no1)c1cccs1	-3	1	1	-8	-8	7	-0.5	-4	0.7
Cc1ccc(NC(=S)c2nc3ccccc3[nH]2)c(C)c1	-8	4	-4	10	-6	-3	-3.1	-3	-0.5
Cc1noc(C)c1S(=O)(=O)N(CC(=O)N1CCCCCC1)c1ccc(C(C)C)cc1	-6	10	-16	14	5	-3	-1.8	-20	-1.6
O=C(NN=C1c2ccccc2-c2ccccc21)c1ccccc1Br	-7	7	-20	-16	-2	7	-0.8	-7	-1.0
Cc1nc(N)sc1N=Nc1c(C)n(C)n(-c2ccccc2)c1=O	-5	5	-17	-15	1	0	0.1	-22	-0.1
CC1(C)CC(=O)C2=C(C1)N(c1cccc(Cl)c1)C(=O)NC2(C(F)(F)F)C(F)(F)F	-7	5	-17	-36	-6	2	-1.9	-3	-1.6
O=C(CCNS(=O)(=O)c1ccc(Cl)cc1)N1CCN(c2ccccn2)CC1	-8	-2	-5	-3	-7	-2	2.3	-4	4.1
CCc1ccc(C(=O)NNC(=O)C2CCN(c3ncnc4sc(C)c(C)c34)CC2)cc1	3	-2	-4	26	-11	9	0.4	-5	4.1
CCS(=O)(=O)NCc1csc(-c2ccccc2)n1	-5	5	-3	0	-2	-1	-1.7	-7	0.1
COc1ccc(C2c3cc(OC)c(OC)cc3CCN2S(C)(=O)=O)cc1OC (stereo not drawn)	-1	3	.	15	.	1	.	4	.
Cc1nc2sc(-c3ccccc3)cc2c(=O)n1/N=C/N(C)C	-5	6	-5	-14	-2	2	0.9	-3	1.0
O=C(CCS(=O)(=O)c1cc2c(cc1Cl)NC(=O)CO2)NCCc1ccccc1	-3	2	-1	2	-2	7	0.5	-3	-0.1
O=C(Cc1ccccc1)Nn1cnc2ccccc21	-1	2	-4	3	-3	1	-0.8	-14	1.0
CC1CC(C)CN(c2cc(=O)n(Cc3ccc(F)cc3)c(=O)[nH]2)C1 (stereo not drawn)	-5	-1	-10	1	-5	3	0.3	-8	1.4
CCOC(=O)/C(C#N)=C1\SS/C(=C(/C#N)C(=O)OCC)S1	.	.	-5	.	-16	.	-0.4	.	-0.2
COc1ccc(C2Nc3ccccc3C(=O)N2Cc2ccccc2)cc1 (stereo not drawn)	-7	-2	-14	5	-5	0	-2.4	-11	-1.2
CN(c1ccc(C(=O)N2CCN(Cc3ccc4c(c3)OCO4)CC2)cc1)S(=O)(=O)c1ccccc1	-2	-7	-17	17	-12	8	10	3	7.0
CCCc1[nH]nc2c1C(c1ccsc1)C(C#N)=C(N)O2 (stereo not drawn)	-7	10	-8	11	-3	3	0.5	-8	0.8
Cc1c(C=O)c(Cl)n(C)c(=O)c1C#N	-1	8	-5	-3	7	0	1.9	-6	1.0
Cc1cc(C)cc(N2C(=O)CSC2c2cccs2)c1 (stereo not drawn)	-6	5	-20	1	-15	3	-0.7	-6	-0.2
Cc1ccc(/C=c2\sc3nc(-c4cccnc4)nn3c2=O)cc1	-5	5	8	4	0	1	0.0	-3	-0.9
CCOc1cc(/C=C(\C#N)C(=O)NCC2CCCO2)ccc1O (stereo not drawn)	-5	5	-1	-9	0	0	-0.7	2	1.6
COc1cc(OC)cc(-c2c(C#Cc3ccsc3)c3cc(-c4ccc(C(N)=O)cc4)ccc3n2C)c1	-1	-1	-21	9	-2	1	0.3	2	0.6
COC(=O)c1c(C)nn(-c2ccc(OC(F)(F)F)cc2)c1-c1snnc1C	-3	-4	-6	45	-1	20	-3.6	5	0.6
COc1ccc(OC2C(=O)N(c3cc(C)ccc3C)C2c2ccc(OC)c(OC)c2)cc1 (stereo not drawn)	-6	3	-24	13	-11	1	-1.1	0	0.8
COc1ccc(CCn2nnnc2CN2CCN(C(=O)c3ccco3)CC2)cc1OC	-10	9	-13	-6	-2	4	0.6	-5	1.2

# Single records, from the list above. Order of screens: CHRM1 agonist | M1 PAM | CHO parental Ca | TAAR1 antag | OXTR potentiate | TAAR1 agonist | OXTR agonist | M1 antag | V1R ag counter
# Cc1nc(N)sc1N=Nc1c(C)n(C)n(-c2ccccc2)c1=O across the screens: -5 | 5 | -17 | -15 | 1 | 0 | 0.1 | -22 | -0.1
# CCOC(=O)/C(C#N)=C1\SS/C(=C(/C#N)C(=O)OCC)S1 across the screens: . | . | -5 | . | -16 | . | -0.4 | . | -0.2
# CC1(C)CC(=O)C2=C(C1)N(c1cccc(Cl)c1)C(=O)NC2(C(F)(F)F)C(F)(F)F across the screens: -7 | 5 | -17 | -36 | -6 | 2 | -1.9 | -3 | -1.6

# Going on with the list.
Molecule	CHRM1 agonist	M1 PAM	CHO parental Ca	TAAR1 antag	OXTR potentiate	TAAR1 agonist	OXTR agonist	M1 antag	V1R ag counter
O=C(Nc1ccc(F)cc1)c1nn(-c2ccccc2)c(=O)cc1Cl	0	8	.	21	.	5	.	16	.
CCOc1ccc(N2C(=O)CC(Sc3n[nH]c(-c4ccccc4)n3)C2=O)cc1 (stereo not drawn)	-6	8	-8	5	-4	2	-1.2	-13	-1.1
COc1ccccc1N1C(=O)C2C3C=CC(C3)C2C1=O (stereo not drawn)	-4	11	-2	1	-5	2	0.8	-6	5.2
CCC(=O)NCCc1c[nH]c2ccccc12	1	-1	-10	-14	-13	14	1.7	1	2.0
CC1=C(C(=O)Nc2ccc(Cl)cc2)C(c2ccncc2)C(C#N)=C(SCC(N)=O)N1 (stereo not drawn)	-3	-4	-10	-19	0	0	-1.1	6	-0.4
CCOc1ccc(CNC(=O)C2CCN(S(=O)(=O)CC)CC2)cc1OC	-3	11	-1	-2	-4	-1	-0.6	-10	0.6
CNc1oc(C)nc1S(=O)(=O)c1ccc(C)cc1	0	14	2	3	-17	9	0.0	-15	-0.4
COc1ccc(CCNC(=O)C(NS(=O)(=O)c2ccc3c(c2)CCN3C(C)=O)C(C)C)cc1OC (stereo not drawn)	.	.	8	.	-6	.	-1.0	.	-0.8
CC(C)NC(=O)c1cc(-c2ccco2)nn1-c1ccc(Cl)cc1	-6	8	-16	7	-6	-3	-1.8	-3	-1.6
O=C(O)C1=C[C@H](c2ccc(C(F)(F)F)cc2)C[C@H](OCc2ccc(CO)cc2)O1	-4	-1	-1	6	-6	1	0.3	4	1.1
Cc1ccc(N2CC(C(=O)Nc3cccc(F)c3)CC2=O)cc1 (stereo not drawn)	-3	3	1	-9	-6	6	1.3	-12	0.1
CCOc1ccc(N2C(=O)CC(N(CCc3ccc(OC)cc3)C(=O)c3cccc(F)c3)C2=O)cc1 (stereo not drawn)	-5	12	-15	2	-4	6	-2.9	-16	0.3
C=CCn1c(SCC(=O)NC2CCCCC2)nc2ccccc2c1=O	-4	4	-4	-10	-11	0	0.8	-7	0.8
Cc1cc(C)c(C)c(S(=O)(=O)N2CCN(c3ccc(O)cc3)CC2)c1C	0	12	-2	2	-9	3	0.2	-8	-1.0
Cc1cc(Nc2cccc([N+](=O)[O-])c2)c2ccccc2n1	-10	-8	-16	19	-11	-1	0.6	0	2.2
COc1ccc(OCc2cc(/C=N\NC(=O)c3ccccc3)ccc2OC)cc1	-6	-5	-12	20	-12	-1	-1.9	2	-0.2
CCCCNC(=O)C(CC)Sc1nc2sc(C(=O)OC)c(C)c2c(=O)n1N (stereo not drawn)	-4	0	-2	-7	-5	10	-1.0	5	-0.2
O=C(COc1cccnc1[N+](=O)[O-])NCc1ccccc1	-3	12	-16	-8	-13	1	-0.9	-12	-0.1
CCOC(=O)CCc1c(C)c(C#N)c2nc3ccccc3n2c1-n1ccnc1	-3	4	-10	12	5	7	-0.1	-7	0.4
C=CCn1c(SC(F)F)nc2scc(-c3ccco3)c2c1=O	-4	12	-17	-37	-5	-3	-0.1	-14	-0.4
CC(C)(CO)CNC1CCCN(C2Cc3ccccc3C2)C1 (stereo not drawn)	-10	0	-5	-31	-2	1	-0.9	-6	0.3
CCCC1SCC(C)(C)NC1=O (stereo not drawn)	-3	2	.	-9	.	0	.	-5	.
NC(=O)SC/C(=N\S(=O)(=O)c1ccccc1)Nc1ccccc1	-3	8	-4	-15	-10	4	0.2	-26	0.6
CCOc1ccccc1NC(=O)CCN1CCN(S(=O)(=O)c2ccc(OC)cc2)CC1	-3	8	-21	-17	-2	2	0.2	-18	0.1
COc1ccc(NC(=O)c2cnn(-c3ccccc3)c2C)cc1	0	4	-5	-5	-8	4	1.1	1	1.6
O=C(Nc1ccccc1N1CCCCC1)c1cccc([N+](=O)[O-])c1	-5	6	-24	-22	-17	-1	-2.9	-11	-1.2
C/C(=N\NC(=O)c1cccnc1)c1ccc(C)c([N+](=O)[O-])c1	-3	6	-7	8	-3	-1	-0.8	0	0.3
CCCC[C@H](CN(N=O)[C@@H](Cc1ccccc1)CN(C)N=O)N(CCc1ccccc1)N=O	-6	4	-17	24	-14	57*	1.8	-1	1.8
O=C(CNC(=O)C(c1ccccc1)c1ccccc1)OCC(=O)c1cccs1	-5	4	-10	2	-6	-3	-2.2	0	-0.6
CCCCNc1nc(NC)nc(Cl)c1SC	-7	2	-22	-13	-13	12	-2.1	1	0.0
COC(=O)c1ccc(CS(=O)(=O)c2ccc(C)cc2)o1	2	12	-8	-20	0	2	-0.1	-8	-1.0
COc1ccc(/C(N)=C/C(=O)C(C)(C)C)cc1	-4	2	-1	2	-8	12	-0.1	-4	0.6
Cc1cccc(-n2nnnc2SCC(=O)NCC2(N3CCOCC3)CCCCC2)c1C	-4	-10	-23	38	-9	20	-1.6	10	2.7

# From PubChem BioAssay
